# OX1R antag-1 = human HCRTR1 antagonism. CHO/OX1R cells, Fluo-8 calcium fluorescence, orexin A. AID 434989. hit rate 0.43% among 330,000. inhibition, % at 5 µM. O43613;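 active = inhibition above its plate's threshold, mean inhibition of all tested compounds on the plate plus 3 SD, cut at about 37% in these data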;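 also: 0% = orexin A challenge wells and 100% = SB-334867-A antagonist wells; not every result past the cut was called active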
# Target sequence (O43613 whole entry, looked up): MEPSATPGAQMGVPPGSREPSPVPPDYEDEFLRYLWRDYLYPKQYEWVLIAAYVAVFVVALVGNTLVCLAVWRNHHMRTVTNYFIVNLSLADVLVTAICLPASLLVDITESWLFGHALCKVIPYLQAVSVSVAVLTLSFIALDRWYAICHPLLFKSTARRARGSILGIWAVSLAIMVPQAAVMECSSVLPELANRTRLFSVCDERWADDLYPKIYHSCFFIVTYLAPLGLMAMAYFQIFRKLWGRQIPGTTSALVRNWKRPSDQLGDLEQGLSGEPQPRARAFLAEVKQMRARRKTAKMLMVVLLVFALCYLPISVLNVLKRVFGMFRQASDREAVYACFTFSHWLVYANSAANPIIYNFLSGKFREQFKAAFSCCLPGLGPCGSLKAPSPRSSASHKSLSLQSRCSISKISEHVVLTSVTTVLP
# STK33 inh = inhibitors of human STK33 kinase; inhibition, % at 10 µM; AID 2661; purified STK33, MBP phosphorylation, ADP-Glo luminescence; hit rate 0.073% among 320,000; Q9BYT3;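 active = inhibition at or above 25%, using the most active replicate where run in duplicate; inactive = inhibition below 25%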
# Target sequence (Q9BYT3 whole entry, looked up): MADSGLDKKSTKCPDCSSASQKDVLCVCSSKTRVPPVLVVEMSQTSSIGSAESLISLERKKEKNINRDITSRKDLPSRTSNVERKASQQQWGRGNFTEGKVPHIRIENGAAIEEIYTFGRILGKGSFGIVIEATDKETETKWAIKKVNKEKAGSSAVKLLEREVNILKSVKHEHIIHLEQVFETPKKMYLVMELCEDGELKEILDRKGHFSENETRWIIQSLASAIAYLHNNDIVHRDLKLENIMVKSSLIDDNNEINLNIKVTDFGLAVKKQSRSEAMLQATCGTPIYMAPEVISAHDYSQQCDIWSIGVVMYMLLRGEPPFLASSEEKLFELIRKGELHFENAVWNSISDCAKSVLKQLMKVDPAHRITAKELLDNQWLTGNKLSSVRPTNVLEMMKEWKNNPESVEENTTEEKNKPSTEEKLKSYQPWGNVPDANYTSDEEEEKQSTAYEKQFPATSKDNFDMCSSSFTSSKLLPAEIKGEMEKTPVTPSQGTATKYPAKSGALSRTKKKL
# OX1R antag-2 = OX1R (human) antagonism; O43613; OX1R-expressing cells, FRET antagonist read-out; inhibition, % at 6.6 µM; hit rate 1.8% among 330,000; AID 485270; in the data active = inhibition mostly above about 38%, no sharp cut-off; inactive = mostly below about 40%;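 also: 0% = agonist challenge alone and 100% = reference antagonist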
# Active calls of the source: *; . = not tested or not shown.
# Values in the order: STK33 inh	OX1R antag-2	OX1R antag-1
> CCC(=O)N1CCc2cc(S(=O)(=O)CCC(=O)Nc3ccc(F)c(F)c3)ccc21
→ -1.2	27	-14
> CCC(c1nc2ccccc2c(=O)n1CCCn1ccnc1)N1C(=O)c2ccccc2C1=O (stereo not drawn)
→ -2.9	2	-30
> O=C(NCc1ccccc1)c1ccc(=O)[nH]n1
→ -0.1	15	-10
> CC(=O)c1c(C)nc2ccc(Cl)cn12
→ 0.7	10	1
> CCc1ccc(NC(=O)Nc2cccc(OC)c2)cc1
→ -0.8	17	-21
> Cc1ccnc(NC(=O)COC(=O)C2COc3ccccc3O2)n1 (stereo not drawn)
→ -1.4	1	2
> CC[C@@H]1C=C(C(=O)O)[C@H](c2ccc3c(c2)OCO3)N1S(=O)(=O)c1ccc(C)cc1
→ .	4	-5
> Cc1c(CN2CC[C@@H](N3CCN(c4ccccn4)CC3)[C@H](O)C2)[nH]c2ccc(F)cc12
→ -1.3	-1	-19
> CCCC(=O)N1CC2(C)CN(C(=O)CCC)CC(CCC)(C1)C2=O
→ -1.7	4	-11
> CN(CC(=O)Nc1ccc(Cl)cc1)C(=O)CCc1ccccc1
→ -0.7	0	-20
> Cc1cccc(-n2c(N)c(C(=O)N3CCN(C)CC3)sc2=S)c1
→ -0.8	30	-14
> O=C(NCC1CCCO1)/C(=C\c1ccc(Cl)cc1)NC(=O)c1ccccc1 (stereo not drawn)
→ 0.1	5	6
> Cc1ccc(Cn2c(SCCN3CCCCC3)nc3c2c(=O)[nH]c(=O)n3C)cc1
→ -0.8	-6	-21
> CC1=NN(c2ccccc2)C(=O)C1C(=O)C(=O)Nc1ccc(F)cc1 (stereo not drawn)
→ -0.3	22	-11
> O=C(c1ccccc1)N1N=C(c2ccccc2O)CC1c1ccc(Br)cc1 (stereo not drawn)
→ -0.6	13	-28

# Values in the order: STK33 inh	OX1R antag-2	OX1R antag-1
> O=C(c1cc2cc(F)ccc2[nH]1)N1CCN(c2cccc(Cl)c2)CC1
→ -1.1	8	-32
> O=C(c1ccc(OC2CCN(C/C=C/c3ccccc3)CC2)cc1)N1CCCCC1
→ -1.9	5	-15
> FC(F)Oc1ccccc1NC(=S)NCCc1ccccc1
→ -1.6	4	-20
> CCOc1ccc(S(=O)(=O)NCCC(=O)N(C)CC(=O)Nc2ccc(OC)cc2)cc1
→ -0.1	25	-24
> CCC(=O)N1CCc2cc(S(=O)(=O)CCC(=O)NCCc3ccc(S(N)(=O)=O)cc3)ccc21
→ -2.2	1	-8
> Cc1cccc(Nc2nn3c(=O)c4ccccc4nc3s2)c1
→ -1.1	4	-1
> Cn1c2ccccc2c(=O)c2ccc(-c3ccc4c(c3)OCO4)cc21
→ -1.5	50	-37
> Nc1nc2ccccc2cc1S(=O)(=O)c1ccccc1
→ 0.5	16	-16
> COc1cc(OC)cc(C(=O)Nc2cc(-c3cn4cccnc4n3)ccc2C)c1
→ .	33	-18
> CCN(CC)CC(=O)NCC1(c2ccccc2)CCCC1
→ -1.2	15	-2
> Cc1ccccc1CNC(=O)CN(c1cccc([N+](=O)[O-])c1)S(C)(=O)=O
→ -1.3	18	-10
> CCOC(=O)N1CCc2c(sc(NC(=O)CN3CCN(C)CC3)c2C(=O)Nc2ccccc2)C1
→ 0.0	4	-30
> CCCNc1c(NS(=O)(=O)c2ccc(NC(=O)CC)cc2)c(=O)oc2ccccc12
→ -1.6	3	-18
> CC(C)n1cc(/C=C(\C#N)S(=O)(=O)c2ccccc2)c2ccccc21
→ -1.1	2	-22
> CCOC(=O)c1[nH]c(C)c(C(=O)NCc2ccccn2)c1C
→ -0.3	7	-2

# Values in the order: STK33 inh	OX1R antag-2	OX1R antag-1
> O=C(O)CCCC(=O)Nc1ccc(Br)cc1
→ -0.7	6	-15
> CC/C(=C\C1CCCCC1)C(NP(=O)(c1ccccc1)c1ccccc1)c1ccccc1 (stereo not drawn)
→ -0.5	24	-45
> CCC1Oc2ccc(C)cc2N(CC(=O)NCCN2C(C)CCCC2C)C1=O (stereo not drawn)
→ -2.1	24	-2
> CN(C)S(=O)(=O)c1ccc(/C(O)=C2/C(=O)C(=O)N(Cc3cccnc3)C2c2ccncc2)cc1 (stereo not drawn)
→ -0.4	30	-3
> CCOc1ccc(N(CC(=O)NC2CCCCC2)C(=O)CNC(=O)c2ccco2)cc1
→ -0.2	7	-8
> CCOc1ccc(CCNC(=O)CSc2cc(=O)n(C)c3ccccc23)cc1OCC
→ -0.6	59	1
> COC(=O)c1sccc1N/N=C(\C)c1ccc(F)c(Cl)c1
→ -1.2	10	-11
> Nc1nnc(CC(=O)N2CCCCC2)s1
→ 2.4	-2	-14
> CCc1ccc(CN2CCC(Oc3ccc(C(=O)N4CCCC4)cc3)CC2)cc1
→ -0.8	25	-10
> O=C(NCc1ccc2c(c1)OCO2)c1ccc(Cl)nc1
→ -1.6	8	-3
> CCOC(=O)c1cc(-c2ccccc2)nn1CC1CC(c2cccnc2)=NO1 (stereo not drawn)
→ -1.3	-2	-17
> CCn1nc(NC(=O)c2ccccc2)c2cc3cccc(C)c3nc21
→ -0.6	7	-50
> CCOC(=O)N1CCN(c2nc(-c3ccccc3)c3cc(C)ccc3n2)CC1
→ -0.7	-6	-26
> CC(C)(C)C(=O)N1CCN(c2ccc(NC(=O)c3ccc([N+](=O)[O-])o3)cc2)CC1
→ 0.4	78*	-12
> CCCn1c(NC(=O)CN2C(=O)NC3(CCCCC3)C2=O)nc2ccccc21
→ -0.8	13	-21

# Two compounds from above, limited to OX1R antag-1 and OX1R antag-2.
SMILES | OX1R antag-1 | OX1R antag-2
CCC1Oc2ccc(C)cc2N(CC(=O)NCCN2C(C)CCCC2C)C1=O (stereo not drawn) | -2 | 24
CN(C)S(=O)(=O)c1ccc(/C(O)=C2/C(=O)C(=O)N(Cc3cccnc3)C2c2ccncc2)cc1 (stereo not drawn) | -3 | 30

# Other entries follow:
# Values in the order: STK33 inh	OX1R antag-2	OX1R antag-1
> O=C(CSc1nnc(C2CC2)n1C1CC1)Nc1cccc(Br)c1
→ 0.1	4	-17
> Cc1ccc(S(=O)(=O)N2CCN(C(C)CC(=O)O)CC2)cc1 (stereo not drawn)
→ -1.1	21	-3
> CCCC(=O)Nc1nnc(CCN2CCCCC2)s1
→ -1.8	14	-3
> O=C(Nc1nc2ccc(S(=O)(=O)N3CCCC3)cc2s1)c1ccccn1
→ -2.1	-119	-8
> CCC(NC(=S)NCc1ccc(F)cc1)c1ccc(C)cc1 (stereo not drawn)
→ 0.0	27	-16
> CCOC(=O)c1oc2cc(O)ccc2c(=O)c1-c1ccc(OC)cc1
→ -3.1	6	-15
> COc1cc(/C=C/c2sc3ccccc3[n+]2CCCS(=O)(=O)[O-])ccc1O
→ 19	86*	9
> O=C(Nc1cccc2c1CCCC2)c1cc([N+](=O)[O-])cc([N+](=O)[O-])c1
→ -0.8	19	-32
> O=C(N/N=C/c1ccc(Cl)cc1)C(=O)N1CCCCCC1
→ -1.4	10	-23
> Cc1ccc(C)c(NC(=O)c2nnn(Cc3ccccc3)c2N)c1
→ -0.2	8	-2
> CCOc1ccc2nc(SCC(=O)NC3CC3)sc2c1
→ -1.1	9	-3
> N#Cc1ccc(C(=O)CSc2n[nH]c(=O)n2-c2cccnc2)cc1
→ -2.1	13	-15
> CCOC(=O)c1[nH]c2ccc(OC)cc2c1NC(=O)CN1CCC2(CC1)OCCO2
→ -1.4	7	-22
> O=c1c(C(c2ccc(O)cc2)c2c(O)nc3n(c2=O)CCS3)c(O)nc2n1CCS2
→ -0.7	6	1
> COc1cccc(NC(=O)COc2ccccc2C(N)=O)c1
→ 0.5	14	2

# Values in the order: STK33 inh	OX1R antag-2	OX1R antag-1
> O=C1NC(=O)C(Cc2c[nH]c3ccccc23)N1 (stereo not drawn)
→ -0.8	5	2
> Cc1cccc2sc(N3CCN(C(=O)C4COc5ccccc5O4)CC3)nc12 (stereo not drawn)
→ -0.5	3	-23
> CN(C)c1ccc(/C=N/NC(=S)NCc2ccco2)cc1
→ -1.6	11	-5
> COc1ccc(C(=O)Oc2ccc(/C=N/Nc3ccc(Cl)c(C(=O)O)c3)cc2OC)cc1
→ -0.4	8	0
> c1ccc(CSc2nnc(-c3ccccc3)c(-c3ccccc3)n2)cc1
→ -1.4	19	-18
> O=C(CSc1nc2ccccc2o1)N/N=C/c1ccccc1C(=O)O
→ -1.0	11	-17
> O=C(COC(=O)/C=C/c1ccc(C(F)(F)F)cc1)NC1CCCC1
→ -0.5	13	6
> c1ccc2c(CN3CCOCC3)c3ccccc3c(CN3CCOCC3)c2c1
→ 1.1	27	-16
> CCN1CCN(C(=O)C(C)Sc2nnc3nc(C)cc(C)n23)CC1 (stereo not drawn)
→ -0.3	7	3
> CC(=O)C1=NOC(CNC(=O)c2c(-c3ccccc3Cl)noc2C)C1 (stereo not drawn)
→ 0.5	24	-17
> Cc1ccc(C(=O)Cn2c(N3CCOCC3)nc3c2c(=O)n(C)c(=O)n3C)cc1
→ 0.6	3	-10
> CCOC(=O)C1=C(C)C2C3C(=O)N(c4ccccc4C)C(=O)C3C1(C)C1C(=O)N(c3ccccc3C)C(=O)C21 (stereo not drawn)
→ 0.9	11	-22
> Cc1cc(-c2nc3ccccc3o2)c2ccccc2n1
→ 1.2	45*	-20
> CCN(CC)S(=O)(=O)c1cccc(C(=O)Nc2ccc(C#N)cc2)c1
→ 1.9	23	9
> Cn1c(Cn2c(=O)sc3ccccc32)nnc1SCC(=O)Nc1ccc2c(c1)OCO2
→ -1.1	13	-7

# Among those listed so far, nine have an aryl thioether with sulfur outside any ring.
# Values in the order: STK33 inh	OX1R antag-2	OX1R antag-1
> Cc1ccc(Cn2c(SCCN3CCCCC3)nc3c2c(=O)[nH]c(=O)n3C)cc1
→ -0.8	-6	-21
> CCOc1ccc(CCNC(=O)CSc2cc(=O)n(C)c3ccccc23)cc1OCC
→ -0.6	59	1
> O=C(CSc1nnc(C2CC2)n1C1CC1)Nc1cccc(Br)c1
→ 0.1	4	-17
> CCOc1ccc2nc(SCC(=O)NC3CC3)sc2c1
→ -1.1	9	-3
> N#Cc1ccc(C(=O)CSc2n[nH]c(=O)n2-c2cccnc2)cc1
→ -2.1	13	-15
> c1ccc(CSc2nnc(-c3ccccc3)c(-c3ccccc3)n2)cc1
→ -1.4	19	-18
> O=C(CSc1nc2ccccc2o1)N/N=C/c1ccccc1C(=O)O
→ -1.0	11	-17
> CCN1CCN(C(=O)C(C)Sc2nnc3nc(C)cc(C)n23)CC1 (stereo not drawn)
→ -0.3	7	3
> Cn1c(Cn2c(=O)sc3ccccc32)nnc1SCC(=O)Nc1ccc2c(c1)OCO2
→ -1.1	13	-7

# Next part
# Values in the order: STK33 inh	OX1R antag-2	OX1R antag-1
> COc1ccc(OC(=O)c2cc3cc(Cl)ccc3oc2=O)cc1
→ -1.9	3	-10
> COc1ccc(OC)c(CCNC(=O)c2ccc(CS(=O)(=O)c3ccc(Br)cc3)o2)c1
→ 0.1	22	-14
> O=C(CCNS(=O)(=O)c1ccc2c(c1)CCC(=O)N2)NCc1cccnc1
→ -1.3	13	1
> COc1cccc(C2c3c(oc4ccccc4c3=O)C(=O)N2CCCN(C)C)c1OC (stereo not drawn)
→ 0.8	18	-15
> CN(CC(=O)Nc1ccc(F)c(F)c1F)C(=O)C1CCCO1 (stereo not drawn)
→ -0.9	18	11
> O=C(Oc1ccccc1O)c1cccc2ccccc12
→ 1.0	13	-15
> CCN1CCN(C(=O)c2cc3cc([N+](=O)[O-])ccc3oc2=O)CC1
→ 0.1	47	-14
> CCN1CCN(C(=O)C(=O)c2c(C)[nH]c3ccccc23)CC1
→ -1.1	5	-13
> Nn1c(-c2ccccc2Cl)nnc1-c1ccccc1Cl
→ 1.1	16	-10
> COc1ccc(CC(C(=O)Nc2cccc(F)c2)c2nn[nH]n2)c(OC)c1 (stereo not drawn)
→ -3.9	6	7
> Cc1nc(N2CCC(C)CC2)c2c(C)c(C(=O)Nc3ccc4c(c3)OCCO4)sc2n1
→ -1.3	0	-37
> CC(=O)Oc1ccccc1C1=NN(C(=O)/C=C/c2ccccc2)C(c2ccccc2)C1 (stereo not drawn)
→ -0.6	29	-15
> COC(=O)C(Cc1c[nH]c2ccccc12)NC(=O)C(C)C (stereo not drawn)
→ -1.8	5	7
> COc1ccc(Cl)cc1C(=O)Nn1c(-c2cccs2)nc2ccccc2c1=O
→ -0.7	17	-33
> O=C(O)c1cccnc1Sc1ncnc2sc3c(c12)CCC3
→ 0.5	12	10

# Values in the order: STK33 inh	OX1R antag-2	OX1R antag-1
> Cc1cccc(C(=O)Oc2cccc3c(O)cccc23)c1
→ -0.2	21	8
> COc1ccc(CCNC(=O)C(CCC(N)=O)NS(=O)(=O)c2ccc(Cl)cc2)cc1OC (stereo not drawn)
→ -0.5	-3	-19
> COc1ccc(NC(=O)Cn2c(=O)oc3ccccc32)cc1
→ -3.3	4	-1
> O=C1CCC(C(=O)OCC(=O)C23CC4CC(CC(C4)C2)C3)N1 (stereo not drawn)
→ -1.7	3	5
> COCc1[nH][nH]c(=O)c1C=Nc1ccc(Oc2ccccc2)cc1
→ -0.3	17	-11
> C=CCn1c(SCC(=O)NCCc2ccccc2)nnc1C1CC1
→ -1.8	12	-35
> CCOC(=O)[C@@H]1[C@H]2COc3cc(OC)ccc3[C@@H]2N2C(=O)N(c3ccc(C(F)(F)F)cc3)C(=O)[C@]12C
→ -1.0	28	-12
> COc1ccccc1CNC(=O)COC(=O)c1ncc(Cl)c(Cl)c1Cl
→ -0.7	7	-12
> Cc1nn(-c2ccccc2)c(=O)c2noc(C)c12
→ 0.0	11	-11
> NC1C2CN(c3nc4c(cc3F)c(=O)c(C(=O)O)cn4-c3ccc(F)cc3F)CC12 (stereo not drawn)
→ 1.7	6	-13

# Compound activity: PubChem BioAssay, several laboratories
